CHT inh: human CHT choline transport inhibition | Q9GZV3 | CHT-expressing cells, membrane potential dye, choline response; stronger effect = lower value | B-score at 10 µM | 310,000 tested, 0.86% active | AID 488975;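 active means B-score over 3 SD under the library average, and starting fluorescence ratio not unusually high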;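 further: choline stimulus applied at its EC90 after an EC20 pre-addition; B-score computed on integrated fluorescence ratio after choline addition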
Target sequence (Q9GZV3 whole entry, looked up): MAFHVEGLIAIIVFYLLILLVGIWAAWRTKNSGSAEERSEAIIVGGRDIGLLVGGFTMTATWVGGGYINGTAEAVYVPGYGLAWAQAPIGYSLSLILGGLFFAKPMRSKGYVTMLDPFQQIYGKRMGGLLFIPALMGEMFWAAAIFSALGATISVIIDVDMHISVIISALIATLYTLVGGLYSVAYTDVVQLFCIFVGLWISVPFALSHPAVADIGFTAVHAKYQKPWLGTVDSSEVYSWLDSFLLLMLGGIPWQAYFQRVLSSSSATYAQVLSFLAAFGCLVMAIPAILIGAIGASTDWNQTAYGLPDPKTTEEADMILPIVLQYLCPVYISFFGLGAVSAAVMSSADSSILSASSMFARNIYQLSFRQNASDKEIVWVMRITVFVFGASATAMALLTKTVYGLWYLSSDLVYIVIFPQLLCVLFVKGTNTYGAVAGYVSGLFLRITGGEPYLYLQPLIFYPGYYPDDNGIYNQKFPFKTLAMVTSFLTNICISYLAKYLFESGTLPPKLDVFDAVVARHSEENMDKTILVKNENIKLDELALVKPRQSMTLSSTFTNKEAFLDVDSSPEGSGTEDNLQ
CHT PAM: allosteric activators of human choline transporter CHT. 310,000 tested, 0.49% active. Q9GZV3. B-score at 10 µM. AID 488977. CHT-expressing cells, membrane potential dye, choline EC20; stronger effect = higher value; LV-AA mutant CHT in HEK293 cells;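 active means initial fluorescence not abnormally high and integrated response B-score, plate-corrected, over 3 SD above library mean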
Calls only; i = inactive.

SMILES	CHT inh	CHT PAM
Cc1cc(=O)oc(C)c1C(=O)NCC1COc2ccccc2O1 (stereo not given)	i	i
O=C(NCCCN1CCCC1)c1ccc(CS(=O)(=O)c2ccc(Cl)cc2)o1	i	i
NC(=S)NN=C(c1ccccc1)c1ccccc1	i	i
Nc1c(C(=O)OCC2CCCO2)c2nc3ccccc3nc2n1C1CCCC1 (stereo not given)	i	i
Cc1cccc(S(=O)(=O)Nc2nc3ccccc3nc2NCc2ccco2)c1	i	i
Cc1ccccc1C(=O)NC1CCN(Cc2nnnn2C(C)(C)C)CC1	i	i
Cc1ccc2oc(C(=O)N3CCC(C(N)=O)(N4CCCCC4)CC3)c(C)c2c1	i	i
O=C(O)CNS(=O)(=O)c1cc(Cl)c(Cl)cc1Cl	i	i
CCn1c(CCCCc2n[nH]c(=S)n2CC)n[nH]c1=S	i	i
C/C(=N\NS(=O)(=O)c1ccc([N+](=O)[O-])cc1)c1cccs1	i	i
O=C(Cn1cc([N+](=O)[O-])cn1)Nc1nccs1	i	i
Cc1nc(C(F)(F)F)c(C(=O)NC(=O)Nc2ccccc2)s1	i	i
O=C(Cc1ccccc1)NCC(=O)OCC(=O)c1ccc([N+](=O)[O-])cc1	i	i
Cc1ccc(/C=N/Nc2nnc(Cc3ccccc3)c(=O)[nH]2)o1	i	i
Cc1cccc(-c2nn(-c3ccccc3)cc2C(=O)NCC(c2cccs2)N2CCOCC2)c1 (stereo not given)	i	i
Cc1ccc(C(=O)NCC(=O)OCCCn2c(=O)[nH]c3ccccc32)cc1	i	i
CON(C)c1nc(OCCNC(=O)OCc2ccc(Cl)cc2Cl)nc(N(C)C)n1	i	i
CC(=O)c1ccc(N2CCN(c3ncc(C(F)(F)F)cc3Cl)CC2)cc1	i	i
O=C(CSc1ncnc2c1oc1ccccc12)NCc1ccc(F)cc1	i	i
Cc1ccc(-c2nnc(Oc3ccc(NC(=O)c4ccccc4)cc3)c3ccccc23)cc1	i	i
CCOC(=O)C1(C)NC(c2cccs2)C2C(=O)N(c3ccc(OC)cc3)C(=O)C21 (stereo not given)	i	i
CCCCNC(=O)c1ccc(NC(=O)C2CCCO2)cc1 (stereo not given)	i	i
COc1cccc(C2C(C#N)=C(N)OC3=C2C(=O)CCC3)c1OC(=O)c1ccco1 (stereo not given)	i	i
COc1ccc(NC(=O)C2CCCN(S(=O)(=O)c3ccc4[nH]c(=O)ccc4c3)C2)cc1 (stereo not given)	i	i
O=C(Nc1ccc(Br)cc1)C1CC(O)CN1C(=O)OCc1ccccc1 (stereo not given)	i	i
(cont.)
SMILES	CHT inh	CHT PAM
CN(Cc1cnccn1)C(=O)C1CCC(=O)N(CCc2ccc(Cl)cc2)C1 (stereo not given)	i	i
CCOC(=O)C1=NNC(C(=O)c2ccc(Cl)cc2)C1c1ccccc1 (stereo not given)	i	i
CCOCCOC(=O)C1=C(C)N(C)C(=O)NC1c1cc(Cl)c(O)c(OCC)c1 (stereo not given)	i	i
COc1cc2c(cc1NC(=O)CSc1nnc(COc3ccc(Cl)cc3)n1C)oc1ccccc12	i	i
COc1ccc(-c2nn(-c3ccccc3)cc2C(=O)N2CCN(S(=O)(=O)c3ccccc3C#N)CC2)cc1	i	i
CC(C)C(=O)Nc1nnc(SCC(=O)NCc2cccs2)s1	i	i
COc1ccc(-c2cc3c(=O)n(CC(=O)NCCCN4CCC(N5CCCCC5)CC4)ncn3n2)cc1	i	i
O=C(CC1OC(=O)c2ccccc21)Nc1ccccc1N1CCOCC1 (stereo not given)	i	i
O=S(=O)(c1ccc2ccccc2c1)N(CC1CO1)c1ccccc1 (stereo not given)	i	i
CCC1CCCCN1C(=O)c1cccc(S(=O)(=O)Nc2cc(C(F)(F)F)ccc2Cl)c1 (stereo not given)	i	i
COc1ccc(OC)c(Nc2cc3ccccc3c(=O)[nH]2)c1	i	i
CCCc1ccc(C(=O)NNC(=O)c2ccc(Br)cc2)cc1	i	i
COc1ccc(C2C(C(C)=O)=C(O)C(=O)N2c2ccccn2)cc1 (stereo not given)	i	i
CC(=O)N1CCN=C1SCc1ccc(Br)cc1	i	i
CN1C(=O)CC(Nc2cccc3cccc(N)c23)C1=O (stereo not given)	i	i
CNC(=O)c1cc2c(ccc3ccccc32)oc1=N	i	i
CCCc1cc(-c2n[nH]c(=S)n2Cc2ccccc2)cs1	i	i
CN(CC(=O)Nc1ccc(F)cc1)C(=O)CSc1nc2ncc(Cl)cc2[nH]1	i	i
Cc1ccccc1OCC(=O)Nc1nc(C)c(C(=O)N(C)C)s1	i	i
Cc1cccc(C)c1NC(=S)N(Cc1cccs1)C1CCCC1	i	i
COc1ccc(C2c3cc(OC)c(OC)cc3CCN2C(=O)c2cccc([N+](=O)[O-])c2)cc1OC (stereo not given)	i	i
O=C(CSc1nc(O)cc(=O)[nH]1)Nc1ccc2c(c1)CCC2	i	i
CON1C(=O)C(=O)N(OC)C(C)(C)C1(C)C	i	i
CN1CCN(c2ccc(NC(=O)CN3CCOCC3)cc2F)CC1	i	i
CN(/N=C/c1ccncc1)c1cnc2ccccc2n1	i	i

Quoted at random: 2 compounds from above.
SMILES	CHT inh	CHT PAM
O=C(CSc1nc(O)cc(=O)[nH]1)Nc1ccc2c(c1)CCC2	i	i
COc1ccc(C2C(C(C)=O)=C(O)C(=O)N2c2ccccn2)cc1 (stereo not given)	i	i

(cont.)
SMILES	CHT inh	CHT PAM
COC(=O)c1ccc(NC(=O)C23CC4CC(C2)CC(n2cncn2)(C4)C3)cc1	i	i
Cc1c(C(=O)NC2CCS(=O)(=O)C2)oc2ccccc12 (stereo not given)	i	i
O=S(=O)(c1cccc(-c2cn3ccccc3n2)c1)N1CCCCC1	i	i
Cc1nc(Nc2ccccc2C(F)(F)F)sc1C(=O)N(C)C	i	i
O=C(NC1CC2CCCC(C1)N2C(=O)Nc1cccc(F)c1)C1CC1 (stereo not given)	i	i
COc1cc(-n2c(C)nc3cccnc32)c(Cl)cc1C(=O)O	i	i
CC(C(=O)NCCS(=O)(=O)c1ccc(Br)cc1)S(=O)(=O)c1ccc(Cl)cc1 (stereo not given)	i	i
Cc1ccc(CNn2cnnc2SCC(=O)NC(C)(C)C)cc1	i	i
Cn1c(CNC(=O)c2cccs2)n[nH]c1=S	i	i
COc1ccc(-c2[nH]n(-c3ccc([N+](=O)[O-])cc3)c(=O)c2C=NCC2CCCO2)cc1 (stereo not given)	i	i
COC(=O)c1ccccc1NC(=S)NC(=O)COc1ccccc1Cl	i	i
C=CCNC(=O)c1onc(CSc2ccc(Cl)cc2)c1C(=O)NCC=C	i	i
C/C(=N\NS(=O)(=O)c1ccc(Cl)c([N+](=O)[O-])c1)c1ccc(C)o1	i	i
COc1cccc(C(=O)N2CCN(C(=O)c3cccs3)CC2)c1OC	i	i
Nc1cc(=O)[nH]c(SCC(=O)Nc2cc(S(=O)(=O)N3CCOCC3)ccc2Cl)n1	i	i
Cc1ncc(CO)c(/C=N/NC(=O)c2cc(Br)ccc2O)c1O	i	i
COc1ccc(C(CC(=O)N2CCCC(C)C2)c2c(OC)cc(OC)c3ccc(=O)oc23)cc1 (stereo not given)	i	i
CCN(CC(=O)NCc1ccc(F)cc1)C(=O)C1CCN(C(=O)Nc2ccccc2)CC1	i	i
OC(CC1CC12c1ccccc1-c1ncccc12)(c1ccccc1)c1ccccc1 (stereo not given)	i	i
CSC1=NCCN1S(=O)(=O)c1ccc(Cl)cc1	i	i
CCOC(=O)Cc1ncccc1C(=O)Nc1ccc(OC)cc1	i	i
O=c1[nH]cn[nH]1	i	i
CC(C)(C)c1ccc(C(=O)NCc2cccnc2)cc1	i	i
COc1ccc(N2C(=O)CC(NNC(=O)c3ccc(Br)s3)C2=O)cc1 (stereo not given)	i	i
Cc1nc(-c2ccccc2)ccc1C(=O)O	i	i
Additional records:
SMILES	CHT inh	CHT PAM
COc1ccc(CSc2nnnn2C)cc1F	i	i
Nc1ncnc(Oc2ccccc2F)c1[N+](=O)[O-]	i	i
NCCc1nnc(SCC(N)=O)o1	i	i
CN1CCN(C(=O)/C(=C/c2ccco2)NC(=O)c2ccccc2)CC1	i	i
O=[N+]([O-])c1cccnc1Sc1ccc(F)cc1	i	i
Cc1nnc(N/N=C/c2cccs2)[nH]c1=O	i	i
CSc1nnc(N2C(=O)C(O)=C(C(=O)c3ccco3)C2c2cccc(Cl)c2)s1 (stereo not given)	i	i
N#Cc1cc(Oc2ccccc2)c(-n2nnc3ccccc32)cc1C#N	i	i
Cc1cccc(Cc2c(C)nc3c(C(=O)N4CCN(Cc5ccc6c(c5)OCO6)CC4)cnn3c2C)c1	i	i
CCN(C(=O)Cn1c([N+](=O)[O-])cnc1C)c1ccccc1	i	i
O=C(O)c1ccc(NS(=O)(=O)c2cc(C(=O)O)ccc2Br)cc1	i	i
Cc1cccc2c1NC(=O)C21N2CCCC2C(C(=O)c2ccc3ccccc3c2)C12C(=O)Nc1ccccc12 (stereo not given)	i	i
O=S(=O)(NCc1cccnc1)c1ccccc1	i	i
O=C(NC1CCOC1)c1cc(COc2cccc(C(F)(F)F)c2)on1 (stereo not given)	i	i
COc1ccc(OC)c2[nH]c(=O)c(CCNC(=O)c3cc4ccccc4o3)cc12	i	i
COc1ccc(C(=O)N/N=C(\N)c2cc3ccccc3oc2=O)cc1	i	i
COc1cc(-c2nnc(CSc3nnc(Nc4ccc(Oc5ccccc5)cc4)s3)o2)cc(OC)c1OC	i	i
Cc1cccc(NC(=O)c2cc(-c3c(C)cc(C)cc3O)n[nH]2)c1	i	i
CC/C(C)=C1\SC(N2CCN(c3cccc(C(F)(F)F)c3)CC2)=NC1=O	i	i
CCOC(=O)C1=C(C)C2C3C(=O)N(c4ccccc4C)C(=O)C3C1(C)C1C(=O)N(c3ccccc3C)C(=O)C21 (stereo not given)	i	i
COc1ccc(CCN2C(=S)N(c3ccc(Cl)cc3)C(=O)C2CC(N)=O)cc1OC (stereo not given)	i	i
CCC(Oc1ccccc1)C(=O)Nc1nnc(S(=O)(=O)Nc2ccccc2)s1 (stereo not given)	i	i
CC(SCc1ccccc1)C(=O)Nc1ccc2c(c1)OCO2 (stereo not given)	i	i
CCN(Cc1ccc(OC)c(COC)c1)CC1CCCN(CCc2cccc(OC)c2)C1 (stereo not given)	i	i
CCOC(=O)c1nc(Nc2ccccc2)c2ccccc2n1	i	i
The results go on:
SMILES	CHT inh	CHT PAM
Cc1ccc(NC(=O)C2OCCc3ccccc32)cc1 (stereo not given)	i	i
C=CCOc1ccccc1CNCc1cccnc1	i	i
Cc1c([N+](=O)[O-])c2ccc(O)cc2n1-c1ccccc1	i	i
N#CCC(=O)N1CC2(CC(c3cccc(NC(=O)COc4ccc(Cl)cc4)c3)=NO2)C[C@@H]1C(N)=O (stereo not given in full)	i	i
COC(=O)c1ccccc1NC(=O)CN1CCOCC1	i	i
Cc1ccc(C(=O)NC(=S)N2CCN(c3ccc([N+](=O)[O-])cc3)CC2)cc1	i	i
CCOC(=O)N1CCN(C(=O)COC(=O)COc2c(C)cc(C)cc2C)CC1	i	i
CC(=Nc1ccc(O)cc1)c1sc2ccccc2c1O	i	i
Cc1ccc(CCNS(=O)(=O)c2cc3c(cc2C)NC(=O)CO3)cc1	i	i
CCCCCN(C(=O)CCC(=O)OC(C)C(=O)c1ccc(Cl)cc1)c1c(N)n(CCCC)c(=O)[nH]c1=O (stereo not given)	i	i
COc1ccc(OCC(O)Cn2ccnc2C)cc1 (stereo not given)	i	i
COc1ccc(C(=O)c2ccc(Cl)cc2Cl)cc1	i	i
Cc1cc(NC(=O)COC(=O)CSCc2ccc(Cl)c(Cl)c2)no1	i	i
O=C(CC1C(=O)N(c2ccc(F)cc2)C(=O)N1Cc1ccccn1)Nc1ccccc1 (stereo not given)	i	i
O=C1[C@@H]2C(c3ccccc3Cl)=NO[C@@H]2C(=O)N1Cc1ccccc1	i	i
CCN(CC)CC(C)CNC(=O)CN1C(=O)CSc2ccc(S(=O)(=O)N3CCOCC3)cc21 (stereo not given)	i	i
CCCN(CCC)c1ccc(CC(=O)NC(C)Cc2ccccc2)cc1 (stereo not given)	i	i
COc1cc(OC)cc(C(=O)Nc2ccccc2-c2nnn(CC(=O)Nc3cc(C)on3)n2)c1	i	i
CCOc1ccc(N(CC(=O)O)S(=O)(=O)c2cccnc2)cc1	i	i
Cc1nn(-c2ccccc2)c(Cl)c1/C=N/NC(=O)c1cccc(S(=O)(=O)N2CCCC2)c1	i	i
Cc1nc(NC(=O)c2ccco2)sc1-c1csc(Nc2ccc(Cl)cc2Cl)n1	i	i
Cc1ccc(S(=O)(=O)N2CCOCC2)cc1NC(=O)CNCc1cccnc1	i	i

Among those listed so far, 16 contain an NH in an aromatic ring.
SMILES	CHT inh	CHT PAM
CCn1c(CCCCc2n[nH]c(=S)n2CC)n[nH]c1=S	i	i
Cc1ccc(/C=N/Nc2nnc(Cc3ccccc3)c(=O)[nH]2)o1	i	i
Cc1ccc(C(=O)NCC(=O)OCCCn2c(=O)[nH]c3ccccc32)cc1	i	i
COc1ccc(NC(=O)C2CCCN(S(=O)(=O)c3ccc4[nH]c(=O)ccc4c3)C2)cc1 (stereo not given)	i	i
COc1ccc(OC)c(Nc2cc3ccccc3c(=O)[nH]2)c1	i	i
CCCc1cc(-c2n[nH]c(=S)n2Cc2ccccc2)cs1	i	i
CN(CC(=O)Nc1ccc(F)cc1)C(=O)CSc1nc2ncc(Cl)cc2[nH]1	i	i
O=C(CSc1nc(O)cc(=O)[nH]1)Nc1ccc2c(c1)CCC2	i	i
Cn1c(CNC(=O)c2cccs2)n[nH]c1=S	i	i
COc1ccc(-c2[nH]n(-c3ccc([N+](=O)[O-])cc3)c(=O)c2C=NCC2CCCO2)cc1 (stereo not given)	i	i
Nc1cc(=O)[nH]c(SCC(=O)Nc2cc(S(=O)(=O)N3CCOCC3)ccc2Cl)n1	i	i
O=c1[nH]cn[nH]1	i	i
Cc1nnc(N/N=C/c2cccs2)[nH]c1=O	i	i
COc1ccc(OC)c2[nH]c(=O)c(CCNC(=O)c3cc4ccccc4o3)cc12	i	i
Cc1cccc(NC(=O)c2cc(-c3c(C)cc(C)cc3O)n[nH]2)c1	i	i
CCCCCN(C(=O)CCC(=O)OC(C)C(=O)c1ccc(Cl)cc1)c1c(N)n(CCCC)c(=O)[nH]c1=O (stereo not given)	i	i

Screens from PubChem.
